# Mtb BioA inh – blocks M. tuberculosis BioA enzyme activity. hit rate 0.096% among 360,000. inhibition, % at 9.99 µM. purified M. tuberculosis BioA enzyme, plate reader. AID 602481; in the data active means inhibition above about 40%
# The depositor's hits bear a star.
No.	smiles	Mtb BioA inh
1	Cc1cc(C)cc(N2C(=O)CS(=O)(=O)C2c2cccc([N+](=O)[O-])c2)c1 (configuration not stated)	-1.1
2	COCC(=O)Nc1ccc2c(c1)OC[C@@H](C)N(CC1CCCCC1)C[C@H](C)[C@H](OC)CN(C)C2=O	1.7
3	CC(C)NC(=O)Nc1ccc2c(c1)C(=O)N([C@H](C)CO)C[C@H](C)[C@@H](CN(C)C)O2	-0.6
4	C[C@H]1CN([C@@H](C)CO)C(=O)CCCn2nncc2CO[C@H]1CN(C)C(=O)Nc1cccc(F)c1	-0.2
5	CCCNC(=O)N(C)C[C@H]1Oc2cc(C#CC(C)C)ccc2S(=O)(=O)N([C@@H](C)CO)C[C@H]1C	-0.2
6	C[C@@H]1CN([C@H](C)CO)C(=O)c2ccccc2-c2ccccc2CO[C@@H]1CN(C)S(=O)(=O)c1ccc(C#N)cc1	1.6
7	CCCNC(=O)C[C@H]1CC[C@@H]2[C@H](COC[C@@H](O)CN2C(=O)Nc2ccc(Cl)c(Cl)c2)O1	3.1
8	C[C@@H]1CN([C@@H](C)CO)C(=O)c2cccc(NC(=O)c3ccc(-c4nccs4)cc3)c2O[C@@H]1CN(C)S(=O)(=O)c1ccc(Cl)cc1	-2.5
9	COc1ccc(CN(C)C[C@@H]2Oc3ccc(NC(=O)Cn4cnnn4)cc3C(=O)N([C@H](C)CO)C[C@@H]2C)cc1	0.4
10	Cc1ccc(S(=O)(=O)N(C)C[C@H]2Oc3ccc(NC(=O)C4CCCCC4)cc3C(=O)N([C@@H](C)CO)C[C@@H]2C)cc1	-0.9
11	COc1ccccc1NC(=O)N(C)C[C@@H]1OCc2ccccc2-c2c(n(C)c3ccccc23)C(=O)N([C@H](C)CO)C[C@H]1C	-0.4
12	O=C(c1cccc(F)c1)N1C[C@@H]2[C@H](c3ccccc31)[C@@H](CO)N2C(=O)C1CCCC1	3.4
13	O=C(C[C@@H]1C[C@H]2c3cc(NC(=O)NC4CCCC4)ccc3O[C@H]2[C@@H](CO)O1)NCc1cccc(F)c1	-1.5
14	COc1ccc(CN(C)C[C@H]2Oc3ccc(NC(=O)Nc4ccc(F)cc4)cc3CC(=O)N([C@@H](C)CO)C[C@H]2C)cc1	-4.9
15	C[C@H]1CN([C@@H](C)CO)C(=O)c2cc(C#CC3CCCCC3)cnc2O[C@H]1CN(C)C	1.4
16	COC(=O)C[C@@H]1C[C@@H]2c3cc(NC(=O)Nc4ccccc4F)ccc3O[C@@H]2[C@H](CO)O1	0.0
17	COc1ccc(CN(C)C[C@H]2OCCCC[C@H](C)Oc3ccc(NS(C)(=O)=O)cc3C(=O)N([C@@H](C)CO)C[C@@H]2C)cc1	0.3
18	CC(C)C(=O)Nc1ccc2c(c1)C(=O)N(C)[C@@H]1CC[C@@H](CC(=O)NCc3cccc(F)c3)O[C@@H]1CO2	-8.2
19	O=C(C[C@H]1CC[C@H](NC(=O)C2CCC2)[C@H](CO)O1)NCC1CC1	-0.1
20	CCCNC(=O)Nc1ccc2c(c1)OC[C@H](C)N(Cc1cccnc1)C[C@@H](C)[C@H](OC)CN(C)C2=O	0.3
21	CS(=O)(=O)N1[C@@H]2c3ccc(-c4ccc(F)cc4)c(=O)n3C[C@@H]2[C@@H](CO)[C@@H]1C(=O)O	-2.2
22	O=C(N[C@H]1CC[C@@H](CCNS(=O)(=O)Cc2ccccc2)O[C@@H]1CO)c1ccc2c(c1)OCO2	1.1
23	O=C(C[C@@H]1C[C@H]2c3cc(NC(=O)Cc4ccncc4)ccc3O[C@H]2[C@@H](CO)O1)NCCN1CCCCC1	-0.5
24	COc1ccc(NC(=O)Nc2cccc3c2O[C@@H](CN(C)C(=O)Nc2ccc(OC)cc2)[C@H](C)CN([C@H](C)CO)C3=O)cc1	0.0
25	C[C@H](CO)N1C[C@H](C)[C@H](CN(C)S(=O)(=O)c2ccc(Cl)cc2)OCCCC[C@H](C)Oc2ccc(NC(=O)c3ccncc3)cc2C1=O	-0.2
26	O=C(Nc1ccccc1F)N[C@H]1CC[C@H](CCNC(=O)C2CCCC2)O[C@H]1CO	-1.8
27	COCC(=O)N(C)C[C@H]1Oc2ncc(C#CC3(O)CCCC3)cc2C(=O)N([C@@H](C)CO)C[C@@H]1C	-2.3
28	CNC[C@@H]1OCCCC[C@H](C)Oc2ccc(NS(=O)(=O)c3cn(C)cn3)cc2C(=O)N([C@@H](C)CO)C[C@@H]1C	-2.0
29	CO[C@@H]1CN(C)C(=O)c2cc(NS(C)(=O)=O)ccc2OC[C@H](C)N(Cc2ccccc2)C[C@@H]1C	0.5
30	O=C(Nc1cccc(F)c1)N[C@@H]1CC[C@@H](CCNS(=O)(=O)c2cccc(Cl)c2)O[C@@H]1CO	7.8
31	CCC(=O)Nc1ccc2c(c1)OC[C@@H](C)N(Cc1ccccc1OC)C[C@@H](C)[C@@H](OC)CN(C)C2=O	0.9
32	C[C@@H]1CN([C@H](C)CO)C(=O)c2cc(-c3ccc(C#N)cc3)cnc2O[C@@H]1CN(C)C(=O)CN(C)C	0.7
33	C[C@@H]1CN([C@H](C)CO)C(=O)c2cc(C#CCc3ccccc3)cnc2O[C@H]1CN(C)C(=O)C1CCOCC1	0.3
34	OC[C@H]1[C@H](c2ccc(-c3ccccc3F)cc2)[C@@H]2CN(Cc3ccncc3)CCCCN12	0.2
35	C[C@H](CO)N1C[C@H](C)[C@H](CN(C)C(=O)NC2CCCCC2)Oc2ncc(-c3ccc(F)cc3)cc2C1=O	0.4
36	CCCNC(=O)Nc1ccc2c(c1)OC[C@H](C)NC[C@H](C)[C@H](OC)CN(C)C2=O	0.5
37	C[C@H](NC(=O)C[C@@H]1C=C[C@H](NC(=O)CN2CCOCC2)[C@@H](CO)O1)c1ccccc1	-0.4
38	O=C(C1CCC1)N1CCCCN2[C@@H](CO)[C@@H](c3ccc(-c4ccncc4)cc3)[C@@H]2C1	0.0
39	COc1ccc(S(=O)(=O)Nc2ccc3c(c2)CC(=O)N([C@@H](C)CO)C[C@H](C)[C@@H](CN(C)C(=O)Nc2c(C)noc2C)O3)cc1	2.9
40	CS(=O)(=O)Nc1ccc2c(c1)[C@@H]1C[C@H](CC(=O)NCCc3ccccc3)O[C@H](CO)[C@@H]1O2	1.3
41	C[C@@H]1CN([C@@H](C)CO)C(=O)c2cc(C3=CCCC3)cnc2O[C@@H]1CN(C)C(=O)c1ccncc1	-0.7
42	COc1ccc(S(=O)(=O)N(C)C[C@@H]2OCCCC[C@H](C)Oc3ccc(NS(=O)(=O)c4ccccc4)cc3C(=O)N([C@@H](C)CO)C[C@@H]2C)cc1	-1.9
43	COc1cccc(S(=O)(=O)Nc2ccc3c(c2)[C@H]2C[C@H](CC(=O)NCc4ccc(Cl)cc4)O[C@@H](CO)[C@H]2O3)c1	-0.4
44	COc1cccc(NC(=O)N2[C@H](CNC(C)C)[C@H](c3ccccc3)[C@@H]2CO)c1	3.4
45	C[C@@H]1CN([C@@H](C)CO)C(=O)c2cc(C#Cc3ccccn3)cnc2O[C@@H]1CN(C)C(=O)c1ccccn1	-1.4
46	COCC(=O)N(C)C[C@H]1Oc2ncc(Br)cc2C(=O)N([C@@H](C)CO)C[C@@H]1C	1.0
47	C[C@H](CO)N1C[C@H](C)[C@@H](CN(C)C(=O)Cc2ccncc2)Oc2cc(C3=CCCCC3)ccc2S1(=O)=O	0.7
48	C[C@@H]1CN([C@H](C)CO)C(=O)c2cccc(NC(=O)Nc3cccc4ccccc34)c2O[C@H]1CN(C)S(=O)(=O)c1cccs1	-0.8
49	C[C@@H]1CN([C@H](C)CO)C(=O)c2cccc(NC(=O)C3CC3)c2O[C@H]1CN(C)C(=O)Nc1cccc2ccccc12	-1.4
50	C[C@@H]1CN([C@@H](C)CO)C(=O)Cc2cc(NC(=O)Nc3ccccc3)ccc2O[C@H]1CN(C)C(=O)Nc1ccc(C(F)(F)F)cc1	-2.2

# Following part
No.	smiles	Mtb BioA inh
51	C[C@@H]1CCCCO[C@H](CN(C)C(=O)C2CCCCC2)[C@H](C)CN([C@@H](C)CO)C(=O)c2cc(NC(=O)Nc3ccc(C(F)(F)F)cc3)ccc2O1	4.1
52	COc1ccc(C#Cc2cnc3c(c2)C(=O)N([C@H](C)CO)C[C@@H](C)[C@@H](CN(C)C(C)=O)O3)cc1	0.0
53	Cc1noc(C)c1NC(=O)N(C)C[C@@H]1Oc2cc(C#CCC3CCCC3)ccc2S(=O)(=O)N([C@@H](C)CO)C[C@H]1C	-3.2
54	CO[C@@H]1CN(C)C(=O)c2ccc(NC(=O)Cc3ccccc3)cc2OC[C@H](C)N(C(C)=O)C[C@@H]1C	-0.1
55	C[C@@H]1CN([C@@H](C)CO)C(=O)Cc2cc(NS(=O)(=O)c3ccccc3)ccc2O[C@H]1CN(C)C	10.1
56	CCNC(=O)C[C@H]1C=C[C@@H](NS(=O)(=O)c2ccc(C)cc2)[C@@H](CO)O1	1.0
57	Cc1ccccc1S(=O)(=O)N1[C@@H](C#N)[C@@H](c2ccccc2)[C@@H]1CO	1.7
58	COc1ccc(CN(C)C[C@H]2Oc3ccc(NC(=O)C4CCCCC4)cc3C(=O)N([C@@H](C)CO)C[C@@H]2C)cc1	-1.2
59	Cc1noc(C)c1S(=O)(=O)Nc1ccc2c(c1)CC(=O)N([C@@H](C)CO)C[C@@H](C)[C@H](CN(C)C(=O)Nc1cccc3ccccc13)O2	2.7
60	Cc1ccccc1-c1ccc([C@H]2[C@H](CO)N3CCCCN(C(=O)Nc4cccc(F)c4)C[C@@H]23)cc1	-0.6
61	CCNC(=O)[C@H]1[C@H](CO)[C@H]2Cn3c(ccc(-c4ccccc4)c3=O)[C@H]2N1C(=O)Cc1cccnc1	40.1*
62	Cc1ccc(S(=O)(=O)Nc2ccc3c(c2)C(=O)N([C@H](C)CO)C[C@H](C)[C@H](CN(C)C(=O)NC(C)C)OCCCC[C@@H](C)O3)cc1	2.7
63	CCCN(C)C[C@@H]1Oc2cc(C#CC(C)(C)O)ccc2S(=O)(=O)N([C@H](C)CO)C[C@@H]1C	7.0
64	C[C@H](O)C#Cc1ccc2c(c1)O[C@@H](CN(C)C(=O)C1CC1)[C@H](C)CN([C@H](C)CO)S2(=O)=O	-0.2
65	C[C@H](CO)N1C[C@H](C)[C@@H](CN(C)S(C)(=O)=O)Oc2ccc(NS(=O)(=O)c3cn(C)cn3)cc2CC1=O	0.2
66	O=C(c1ccncc1)N1CCCCN2[C@@H](CO)[C@@H](c3ccc(-c4ccccc4)cc3)[C@@H]2C1	-2.9
67	O=C(Cc1ccccn1)N1CCCCN2[C@H](CO)[C@H](c3ccc(-c4ccccc4)cc3)[C@@H]2C1	4.4
68	CO[C@H]1CN(C)C(=O)c2ccc(NC(=O)c3ccccc3)cc2OC[C@H](C)N(C(C)=O)C[C@H]1C	-4.5
69	CO[C@H]1CN(C)C(=O)c2cc(NC(=O)c3cccc(F)c3)ccc2OC[C@@H](C)N(CC2CC2)C[C@@H]1C	3.5
70	C[C@@H]1CN([C@@H](C)CO)C(=O)Cc2cc(NC(=O)c3ccncc3)ccc2O[C@H]1CN(C)C(=O)Nc1ccccc1	-4.0
71	C[C@H](CO)N1C[C@H](C)[C@@H](CN(C)C(=O)CN2CCOCC2)Oc2ncc(C3=CCCC3)cc2C1=O	0.0
72	COc1ccc(S(=O)(=O)N(C)C[C@H]2OCCCC[C@H](C)Oc3ccc(NS(=O)(=O)c4ccc(C)cc4)cc3C(=O)N([C@H](C)CO)C[C@H]2C)cc1	-1.3
73	Cc1ccccc1S(=O)(=O)N1CCCCN2[C@H](C1)[C@H](c1ccc(-c3cncnc3)cc1)[C@@H]2CO	3.0
74	OC[C@@H]1[C@H](c2ccc(Br)cc2)[C@H]2CNCCCCN12	-1.6
75	CCC(=O)N1[C@@H]2c3ccc(-c4ccccc4)c(=O)n3C[C@H]1[C@H](CO)[C@H]2C(=O)N1CCN(C)CC1	-0.3
76	C[C@@H]1CN([C@H](C)CO)C(=O)c2cc(N(C)C)ccc2O[C@H]1CN(C)C(=O)Nc1ccc2c(c1)OCO2	2.1
77	C/C=C/c1ccc2c(c1)O[C@@H](CN(C)C(=O)Cc1ccccn1)[C@H](C)CN([C@@H](C)CO)S2(=O)=O	6.7
78	C[C@H](CO)N1C[C@H](C)[C@H](CN(C)S(=O)(=O)c2cn(C)cn2)Oc2ncc(C#Cc3cccc(F)c3)cc2C1=O	0.0
79	CC(C)NC(=O)Nc1ccc2c(c1)C(=O)N([C@@H](C)CO)C[C@H](C)[C@H](CN(C)C(=O)c1ccccc1)OCCCC[C@@H](C)O2	0.0
80	C[C@@H]1CN([C@@H](C)CO)C(=O)CCCn2cc(nn2)CO[C@@H]1CN(C)S(=O)(=O)c1ccc(-c2ccccc2)cc1	-1.2
81	CC(C)NC(=O)N1C[C@H]2[C@@H](c3ccccc31)[C@@H](CO)N2C(=O)Nc1ccc(F)cc1	-0.8

# Assay outcomes as filed in PubChem.

# This is a subset. The share of hits here may be higher or lower than overall.
